Lipid storage S3: qHTS Assay for Lipid Storage Modulators in Drosophila S3 Cells; lipid storage change, negative = inhibition, % at the top dose, mostly 46.1 µM; hits show Potency in µM; hit rate 0.64% among 320,000; Drosophila S3 cells, BODIPY lipid droplet fluorescence, 18-24 h; cells fed with added oleic acid; AID 2685; active means well fitted inhibition curve with a large enough effect in the signal ratio, with a control signal flat, not every such curve was filed as active; inconclusive means small, poorly fitted or top-dose-only effect, or effect the other way, or a change in a side signal; the % refers to the signal ratio
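Laser-scanning cytometry quantifies lipid droplet accumulation (500–530 nm total intensity; droplet/cell object ratio) in oleic acid-fed (400 uM added) Drosophila S3 cells treated with a concentration series. 20 uM Triacsin C defined 100% inhibition.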
Lipid storage S3 cell count max: also measured in Lipid storage S3; calls as there; cell number change, %; measured here: cell count max response;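 cells counted by Cell Tracker Red CMTPX staining in the red channel; peak over a dose series mostly up to 46.1 µM; percent activity relative to internal control wells on each plate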
Numbers without * were called inactive; i = inactive; u = inconclusive; x = not tested or not shown; [ ] = remark or other dose. On the % scale 0 is the no-effect control and ±100 the full control effect; potency means the concentration at half of the fitted maximal effect. This is a subset; the hit share may differ from the screen's.

SMILES	Lipid storage S3	Lipid storage S3 cell count max
COC(=O)C1=C(C)NC(C)=C(C(=O)OC)C1C(=O)OC1CCCCC1=O (stereo unspecified)	u	x
Cc1ccc(-n2c(N)c(C(N)=O)sc2=S)cc1	u	x
COc1ccc(CNCCC(c2ccccc2)c2ccc3c(c2)OCO3)cc1 (stereo unspecified)	u	x
Cc1ccc(S(=O)(=O)Nc2cc(C(F)(F)F)ccc2N2CCOCC2)cc1	9%	9
O=C(Nc1ccc2nc(-c3ccc(Br)o3)[nH]c2c1)c1cccs1	u	x
CCOC(=O)CC(=O)CSc1nc(C)cc(C)c1C#N	i	x
CCCCOCCCNC(=O)N[C@@H](CC(C)C)C(=O)O	u	x
Cc1c(-n2c(SC(C)C(=O)NC(N)=O)nc3ccccc3c2=O)c(=O)n(-c2ccccc2)n1C (stereo unspecified)	0%	9
CCN(CC)C(=O)C1CCCN(Cc2ccc(OC)c(C)c2C)C1 (stereo unspecified)	u	x
CCOC(=O)N1CCC(N2C(=O)c3cc(C(=O)NC4CCCCC4)ccc3C2O)CC1 (stereo unspecified)	19%[9.22 µM]	x
Cc1cc(C)c(S(=O)(=O)c2ccccc2)c(OC(=O)c2c(Cl)cc(Cl)cc2Cl)n1	-13%	-3
Cc1cc2n(n1)C(c1ccco1)Nc1ccccc1-2 (stereo unspecified)	u	x
CC(C)(C)c1csc(NC(=O)c2ccccc2O)n1	u	x
OC(C#CCCN1CCCCC1)(c1ccccc1)C1CCCCC1 (stereo unspecified)	-6%	28
CCN1CCN(c2ccc(S(=O)(=O)N3CCCCC3)cc2NC(=O)c2cccc(Cl)c2)CC1	u	x
Cc1ncc2c(n1)-c1cc(F)ccc1SC2	15%	0
CC(C)(C)NCC(O)COCc1ccc(Cl)cc1 (stereo unspecified)	u	x
COC(=O)c1ccc(NC(=O)Nc2ccc3c(c2)OCO3)cc1	u	x
CCOc1ccc(C(=O)NC2CCN(S(=O)(=O)c3ccccc3)CC2)cc1	u	x
O=C(CCn1nc(-c2ccc(Cl)cc2)c2ccccc2c1=O)NCC1CCCO1 (stereo unspecified)	u	x
Cc1cc(C(=O)CSc2nnc(NCc3ccccc3)s2)c(C)n1C	-8%	0
O=C(Nc1nccs1)c1ccc(COc2ccccc2Cl)o1	1%	-7
CCOC(=O)CC(=O)CSc1nc2c(cc1C#N)CCCCCC2	u	x
CC(C)N1CC(C(=O)Nc2ccc(S(=O)(=O)N3CCCCC3)cc2)CC1=O (stereo unspecified)	u	x
CC1Cc2nc(SCC(=O)c3ccccc3)n(Cc3ccccc3)c(=O)c2S1 (stereo unspecified)	2%	-1
CC1CCN(C(=O)C2CCCCN2S(=O)(=O)c2cccc([N+](=O)[O-])c2)CC1 (stereo unspecified)	i	-12
CC(=O)c1c(N2CCN(Cc3ccccc3)CC2)[nH]c(-c2ccccc2)nc1=S	u	x
CCSc1nnc(-c2ccc(C)cc2)c2ccccc12	1%	-2
CCOc1ccccc1/C=C/c1onc(C)c1S(=O)(=O)N1CCC(C(=O)N2CCCCCC2)CC1	-5%	3
COc1ccc(OCC(=O)Nc2cc(S(=O)(=O)N3CCCC3)ccc2Cl)cc1	u	x
COc1ccc(Cl)cc1NC(=O)CN(C)C(=O)C1CC(=O)N(Cc2ccc(C)cc2)C1 (stereo unspecified)	u	x
O=C1C2(CCC13COC(c1ccc(O)cc1)OC3)COC(c1ccc(O)cc1)OC2 (stereo unspecified)	-9%	-11
CCOC(=O)c1c(N)sc(C(=O)N2CCCCC2)c1C	9%	1
O=C(c1cccc(C(F)(F)F)c1)N1CCOC12CCN(c1ncc(C(F)(F)F)cc1Cl)CC2	u	x
COC(=O)/C=C/C(=O)N1CCN(c2ccccc2C)CC1	u	x
COc1cc(CN2CC(=O)N(c3cccc(Cl)c3C)C2=S)cc(OC)c1OC	9%	4
Cc1[nH]c2ccccc2c1/C=C/c1nc2ccccc2c(=O)[nH]1	u	x
CC(=O)Nc1nc(C(=O)Nc2c(C)n[nH]c2C)cs1	i	1
COc1ccc(/C=C2\C(=O)NC(=S)N2C(=O)c2ccc(F)cc2)cc1	u	x
O=C(NC1CCCN(Cc2ccc(Cl)cc2)C1)c1c(F)cccc1F (stereo unspecified)	u	x
COC(=O)c1ccc(NC(=S)NN2CCCCC2c2cccnc2)cc1 (stereo unspecified)	u	x
COc1ccc(Cn2c(=O)[nH]c3cc(C(=O)NCCCN4CCCCCC4)ccc3c2=O)cc1	u	x
O=C1C(=O)N(CCN2CCOCC2)C(c2ccc([N+](=O)[O-])cc2)/C1=C(/O)c1ccc2c(c1)OCO2 (stereo unspecified)	u	x
CC(Sc1nc2ccccc2n1C)C(=O)Nc1ccc(N2CCOCC2)cc1 (stereo unspecified)	-4%	0
COc1ccc(CNC(=O)c2coc(=O)c3ccccc23)c(OC)c1	u	x
CC(C)n1cnc2cc(NCc3nc4ccccc4n3C)ccc21	-6%	-5
Cc1nn(C)c(C(=O)Nc2ccc(Br)cc2F)c1Br	u	x
CCOC(=O)COc1ccc(S(=O)(=O)Nc2ccc3c(c2)OCO3)cc1	i	x
O=C1c2ccccc2NC(c2ccc(-c3cccs3)o2)N1O (stereo unspecified)	u	x
N/C(=N\OC(=O)COc1ccc(Br)cc1)c1cccc([N+](=O)[O-])c1	u	x
Cc1cc2cc(C)c3nnc(SCc4ccccn4)n3c2cc1C	4%	6
Cc1cc(=O)[nH]c(SCC(=O)Nc2ccc(S(=O)(=O)N3CCCCC3)cc2)n1	-17%	-10
O=C(O)c1ccc(N/N=C/c2ccc(-c3ccc(Cl)cc3Cl)o2)cc1	2%	-9
O=C(NCCCN1CCOCC1)C1CCC(=O)N1C1CCCCC1 (stereo unspecified)	u	x
CC(C)n1cnnc1SCC(=O)NNC(=O)COc1ccc(Cl)cc1	i	x
CC(OC(=O)CN1C(=O)COc2ccccc21)C(=O)NCc1ccc(F)cc1 (stereo unspecified)	u	x
Cc1ccc2nc3c(cc(C(=O)NCc4cccnc4)c(=N)n3C(C)C)c(=O)n2c1	u	x
CCc1ccc(N/C(SC)=C(/C#N)C(N)=O)cc1	23%	-7
CCOc1ccc(/C=C/C(=O)OCC(=O)c2ccccc2OC)cc1OC	25%[0.0737 µM]	0
CC(C)Oc1ccc(C2CC(=O)NC2=O)cc1 (stereo unspecified)	i	8

Following part
SMILES	Lipid storage S3	Lipid storage S3 cell count max
COc1ccc(C(=O)N(C)Cc2ccon2)cc1OC1CCN(C(C)C)CC1	10%	13
Nc1c(C(=O)NC2CCCCC2)nsc1C(=O)OCC(=O)NC1CCCCC1	23%	-17
CC(Oc1ccc(Cl)cc1Cl)C(=O)NNC(=O)C(=O)N1CCCCC1 (stereo unspecified)	13%	15
O=S(=O)(NCc1cccc(C(F)(F)F)c1)NCc1ccccc1F	u	x
Cc1ccc(C)c(S(=O)(=O)N2CCN(C(=O)CSc3ccccc3)CC2)c1	u	x
COc1ccc(-c2nc3n(c2C)Cc2ccccc2-3)cc1	10%	-9
O=C(c1ccc(Oc2ccc(Cl)cc2)c([N+](=O)[O-])c1)N1CCCC1	-8%	-16
CC(OC(=O)Cn1[nH]c(=O)c2ccccc2c1=O)C(=O)Nc1ccc(F)cc1Cl (stereo unspecified)	u	x
CN1CCN(C(=O)c2ccccc2-c2ccccc2C(=O)O)CC1	0%	9
COc1ccc(N2CCN(C(=O)C3CCCN(S(=O)(=O)c4c(C)noc4C)C3)CC2)cc1 (stereo unspecified)	u	x
O=C1NC(NS(=O)(=O)c2ccccc2)(C(F)(F)F)C(=O)N1CCc1ccccc1 (stereo unspecified)	i	10
Nc1nc(CSCCO)nc(Nc2ccc(F)cc2)n1	u	x
OCC1(CCCc2ccccc2)CCN(Cc2ccc(F)cc2)CC1	1%	7
COc1ccc(SCCN2CC[C@@H](O)CCC2=O)cc1	u	x
COc1ccc(CCN2CC(C(=O)OCC(=O)Nc3c(C)nn(-c4ccccc4)c3C)CC2=O)cc1OC (stereo unspecified)	u	x
Cc1cc(C)c2nc(SCC(=O)NNC(=O)c3ccco3)c(C)cc2c1	-7%	-2
CCC(C)NC(=O)CSc1nc2ccccc2c(=O)n1CCCC(=O)NCC1CCCO1 (stereo unspecified)	u	x
CC(C)(C)c1ccc(OCCC(=O)NNC(=O)c2ccncc2)cc1	-7%	8
CCCCc1nc2cc(C(=O)N3CCCCC3C(=O)OC)ccc2o1 (stereo unspecified)	u	x
CCCCN(Cc1cc2cccc(C)c2[nH]c1=O)S(C)(=O)=O	-8%	8
O=C(Nc1nnc(CC2=CCCCC2)s1)Nc1ccccc1F	-15%	-8
CCOC(=O)C1CCN(C(=O)NC23CC4CC(CC(C4)C2)C3)CC1	11%	9
CCOC(=O)CSc1nnc(SCCN2C(=O)c3ccccc3C2=O)s1	u	x
COc1ccc(N2CCN(C(=O)Cn3nnc(-c4ccc(N(C)C)cc4)n3)CC2)cc1	u	x
C/C(Cl)=C\Cn1c(Nc2ccccc2)nc2c1c(=O)n(C)c(=O)n2C	u	x
CC1(C)Cc2cccc(OCC(=O)Nc3ccccc3N3CCOCC3)c2O1	19%	-1
NS(=O)(=O)c1ccc(CNC(=O)c2cc(S(=O)(=O)N3CCOCC3)c(Cl)cc2Cl)cc1	18%	-7
CC(=O)Nc1ccc(C(=O)N/C(=C/c2ccccc2)C(=O)N2CCCCC2)cc1	u	x
Cc1ccc(N2C(=O)c3n[nH]c(C)c3C2c2cccnc2)cc1 (stereo unspecified)	u	x
Nc1cc(S(=O)(=O)c2ccc(O)c(N)c2)ccc1O	11%	10
CCOc1ccc(S(=O)(=O)N(C)CC(=O)N2CCCC2)cc1	u	x
O=C(N/N=C\c1cc2c(cc1[N+](=O)[O-])OCO2)c1cccs1	u	x
CCC(=O)c1ccc(OCC(=O)Nc2cc(S(=O)(=O)N3CCCCC3)ccc2OC)cc1	i	0
COC(=O)c1c(NC(=O)CSc2nc(-c3ccco3)cc(C(F)(F)F)n2)sc2c1CCCC2	u	x
COc1ccc(NC(=O)/C(C#N)=C/c2ccc(Br)o2)cc1	i	x
COCc1nnc(SCC(=O)NC(C)c2ccccc2)n1-c1ccccc1 (stereo unspecified)	u	x
COc1cc(C(=S)N2CCOCC2)ccc1OC(=O)c1cc(OC)c(OC)c(OC)c1	4%	-3
Cc1cc(-c2nnc3sc(-c4ccc(Cl)cc4Cl)nn23)n[nH]1	u	x
COc1ccc(/C=C2\CN(Cc3ccccc3)C/C(=C\c3ccc(OC)c(O)c3)C2=O)cc1O	u	x
CCC(=O)c1c(NC)cc(C)oc1=O	4%	11
CCN(CC(=O)NCc1cccs1)C(=O)/C=C/c1ccc(OC)cc1OC	u	x
COc1ccccc1/C=N/Nc1cc(C)nc2ccc(C)cc12	u	x
CCOC(=O)N1CCN(Cc2nc(N)nc(Nc3ccc(C)cc3C)n2)CC1	-7%	14
CC(C)CCNC(=O)C1CCCCN1S(=O)(=O)c1ccc(F)cc1 (stereo unspecified)	i	23
O=C(CCCCC(=O)Nc1ccc(F)cc1)Nc1ccc(F)cc1	u	x
Cc1ccc(O)c(Sc2cc(C)ccc2O)c1	u	x
COCCNC(=O)C(c1ccc(C)cc1)N(C(=O)CCC(=O)Nc1ccccn1)c1ccccc1C (stereo unspecified)	u	x
COC(=O)CCC(=O)OC1(C)C(=O)C=C2C=C(C3CC3)N(CC3CC3)C=C2C1=O (stereo unspecified)	7%	-5
CCc1nnc(/N=C/c2c(O)n(-c3ccc(Cl)cn3)c(=O)c3ccccc23)s1	13%	-12
COCCN(Cc1cc2cccc(C)c2n2nnnc12)C(=O)C(F)(F)F	20%	13
COC(=O)CN1C(=O)[C@H]2[C@@H](c3ccc(C)o3)N3C(=O)CN(CCO)C(=O)[C@@]3(C)[C@H]2C1=O	-20%	8
Cc1cc(NS(=O)(=O)c2ccc(NC(=O)c3ccccc3C)cc2)no1	i	11
COc1ccc(-c2nc(CS(=O)CC(=O)NCCCN3CCCC3)c(C)o2)cc1OC (stereo unspecified)	13%	-5

Source: PubChem BioAssay (National Center for Advancing Translational Sciences (NCATS))
